Screening results as filed in PubChem BioAssay.
TrxR1 substrate: qHTS Assay for Substrates of Mammalian Selenoprotein Thioredoxin Reductase 1 (TrxR1): qHTS. Thioredoxin reductase 1, cytoplasmic (Rattus norvegicus), O89049. purified TrxR1 substrate turnover, NADPH consumption readout. Potency, µM (doses to about 114 µM), inactives show at the top dose activity change, negative = substrate turnover. actives 0.01% (n = 390,000); further: potency means the concentration at half of the fitted maximal effect; on the % scale 0 is the no-effect control and ±100 the full control effect; nearly all actives have a fitted effect of over 50% in size
Target sequence (O89049 whole entry, looked up): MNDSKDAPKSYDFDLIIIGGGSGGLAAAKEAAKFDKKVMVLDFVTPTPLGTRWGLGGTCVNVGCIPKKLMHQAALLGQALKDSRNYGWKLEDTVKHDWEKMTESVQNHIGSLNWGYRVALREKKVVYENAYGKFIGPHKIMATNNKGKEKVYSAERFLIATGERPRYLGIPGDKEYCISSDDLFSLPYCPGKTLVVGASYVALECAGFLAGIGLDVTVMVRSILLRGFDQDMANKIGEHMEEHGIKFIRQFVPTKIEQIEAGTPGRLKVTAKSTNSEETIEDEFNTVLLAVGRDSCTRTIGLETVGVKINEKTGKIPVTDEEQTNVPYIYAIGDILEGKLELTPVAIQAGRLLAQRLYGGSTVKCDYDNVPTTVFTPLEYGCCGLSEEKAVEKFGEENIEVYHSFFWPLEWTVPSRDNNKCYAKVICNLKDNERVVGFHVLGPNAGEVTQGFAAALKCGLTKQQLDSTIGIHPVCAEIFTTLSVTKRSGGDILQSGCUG
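Rat TrxR1, dispensed at 90 nM, was prereduced with 400 uM NADPH (final) for 5 min at ~22 deg C, then incubated with compound 15 min before 400 uM selenite. A first-read NADPH fluorescence drop versus no-compound background flagged substrates.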
RGS4 inh: Inhibitors of Regulator of G Protein Signaling (RGS) 4: qHTS. Transcreener GDP fluorescence polarization, RGS4-accelerated GTP hydrolysis. Potency, µM (titrated, usually from 114 µM), for inactives: top-dose activity change, negative = inhibition, hits mostly inhibitors. actives 0.039% (n = 390,000). AID 504845, 2011; further: potency means the concentration at half of the fitted maximal effect; on the % scale 0 is the no-effect control and ±100 the full control effect; nearly all actives have a fitted effect of over 75% in size; some results filed as inactive show a strong effect at the top dose
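MLSMR compounds (23 nl, pin-transferred) preincubated 10 min at room temperature with a 500nM (2x) first reagent, then RGS4 at 900nM (2x) plus Transcreener GDP mix added; fluorescence polarization (620/688 nm) read before and after 90 min at 30 °C.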
Vif-APOBEC3G blk: qHTS for Inhibitors of Vif-A3G Interactions: qHTS | DNA dC->dU-editing enzyme APOBEC-3G (Homo sapiens), Q9HC16 | HeLa A3G-eYFP + Vif (tagged APOBEC3G with the HIV-1 protein that degrades it), YFP fluorescence, overnight | Potency, µM (titrated, usually from 46.1 µM), without a hit: top-dose activity, negative = active, hits mostly inhibitors | actives 0.076% (n = 410,000);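 further: potency means the concentration at half of the fitted maximal effect; on the % scale 0 is the no-effect control and ±100 the full control effect; nearly all actives have a fitted effect of over 60% in size; hits raise eYFP signal because A3G escapes Vif-driven loss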
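HeLa cells stably expressing Vif and C-terminally eYFP-tagged A3G, seeded overnight at 37 deg C, then exposed to compound by pintool overnight at 37 deg C. Rise in yellow fluorescence (Ex 488/Em 500-530, Acumen) marks blocked Vif-driven A3G degradation.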
rTrxR1 inhibitor: qHTS Assay for Inhibitors of Mammalian Selenoprotein Thioredoxin Reductase 1 (TrxR1): qHTS; Thioredoxin reductase 1, cytoplasmic (Rattus norvegicus), O89049; recombinant rTrxR1, NADPH fluorescence consumption, selenite substrate; Potency, µM (highest dose often 114 µM), for the others: top-dose activity change, negative = inhibition, hits mostly inhibitors; actives 1% (n = 390,000); AID 588453, 2011; further: potency means the concentration at half of the fitted maximal effect; on the % scale 0 is the no-effect control and ±100 the full control effect; nearly all actives have a fitted effect of over 65% in size
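Rat TrxR1 (90 nM in the dispensed reagent) was pre-reduced with 400 uM NADPH for 5 min at room temperature, then incubated with compound for 15 min. After 400 uM selenite was added, NADPH fluorescence (Ex 340/Em 450 nm) was followed for 8 min.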
USP1-UAF1 inh: Inhibitors of USP1/UAF1: Primary Screen; recombinant USP1/UAF1, Ub-Rhodamine cleavage fluorescence; Potency, µM (series often up to 57.1 µM), inactives show at the top dose activity change, negative = inhibition, hits mostly inhibitors; actives 0.23% (n = 390,000); further: potency means the concentration at half of the fitted maximal effect; on the % scale 0 is the no-effect control and ±100 the full control effect; nearly all actives have a fitted effect of over 60% in size; inactives centre near -12
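In this screen, compounds sit with the deubiquitinase complex (1nM) for 15 min at room temperature before Ub-Rho is added at 150nM final. Fluorescence rise is then followed for 6 reads every 60 seconds.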
Vif-A3F inh: qHTS for Inhibitors of Vif-A3F Interactions: qHTS. HeLa A3F-eYFP + Vif (tagged APOBEC3F with the HIV-1 protein that degrades it), YFP fluorescence increase. actives 0.2% (n = 390,000). AID 602313, 2012. Potency, µM (doses to about 46.1 µM), inactives show top-dose activity, negative = active; further: potency means the concentration at half of the fitted maximal effect; % of control where 0% means no effect; nearly all actives have a fitted effect of over 65% in size
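HeLa cells stably expressing Vif plus C-terminally eYFP-tagged A3F were seeded, incubated overnight at 37 deg C, dosed with compound, incubated overnight again at 37 deg C. Yellow fluorescence (Ex 488/Em 500-530) reported blocked Vif-mediated A3F-eYFP degradation.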
IDH1 R132H inh: qHTS for Inhibitors of mutant isocitrate dehydrogenase 1 (IDH1): qHTS. Isocitrate dehydrogenase [NADP] cytoplasmic (Homo sapiens), O75874. IDH1-R132H enzyme, NADPH consumption, diaphorase/resazurin fluorescence. Potency, µM (doses to about 76.6 µM), inactives show top-dose activity change, negative = inhibition, usual class: inhibitors. actives 0.093% (n = 390,000). AID 602179, 2012; further: potency means the concentration at half of the fitted maximal effect; on the % scale 0 is the no-effect control and ±100 the full control effect; nearly all actives have a fitted effect of over 65% in size
Target sequence (O75874 whole entry R132H, stated change not applied): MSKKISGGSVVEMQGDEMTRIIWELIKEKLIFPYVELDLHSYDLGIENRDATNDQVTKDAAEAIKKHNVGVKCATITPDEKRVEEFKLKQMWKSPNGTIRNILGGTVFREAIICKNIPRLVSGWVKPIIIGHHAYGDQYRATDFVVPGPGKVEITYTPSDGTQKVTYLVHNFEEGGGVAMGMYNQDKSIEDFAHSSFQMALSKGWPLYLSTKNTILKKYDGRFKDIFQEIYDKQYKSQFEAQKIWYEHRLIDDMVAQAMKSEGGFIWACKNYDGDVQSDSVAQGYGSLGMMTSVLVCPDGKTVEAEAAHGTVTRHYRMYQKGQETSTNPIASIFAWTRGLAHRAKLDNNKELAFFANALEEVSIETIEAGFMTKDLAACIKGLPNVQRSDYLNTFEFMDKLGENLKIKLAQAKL
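IDH1-R132H (0.5 ug/mL) preincubated 30 min with compound, then NADPH (0.016 mM) and alpha-KG (2 mM) added; 80 min at RT, pH 7.5. Remaining NADPH coupled via diaphorase/resazurin to fluorescence (540/590 nm); concentration-response curves normalized to no-enzyme control.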
Glioma ERSR ind: qHTS for Inducers of the Endoplasmic Reticulum Stress Response (ERSR) in Human Glioma: qHTS; actives 0.02% (n = 420,000); Potency, µM, without a hit: at the highest dose activation, most hits filed as activators; AID 602332, 2012; U87-MG GRP78 promoter luciferase reporter, 16 h; further: potency means the concentration at half of the fitted maximal effect; series mostly up to about 76 µM; % of control where 0% means no effect; nearly all actives have a fitted effect of over 35% in size
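ERSR induction read as luciferase luminescence (Bright-Glo, 10 min at room temperature) in stably transfected human U87-MG glioma cells exposed to compounds for 16 h, using GRP78 as sensor.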
LDHA inh: qHTS assay for inhibitors of human lactate dehydrogenase | actives 0.15% (n = 480,000) | activity change, % (values are at about 110 or 230 µM) | AID 1347041, 2019 | L-lactate dehydrogenase A chain (Homo sapiens), P00338 | purified LDHA, NADH/diaphorase-resazurin fluorescence; hits give low values; in the data active means activity change below about -30%; inconclusive means mostly about -25% to -30%;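 further: plate controls were DMSO wells for no effect and wells without enzyme for full effect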
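Resorufin fluorescence (ex540/em590), read at 0 and 20 min after diaphorase/resazurin addition, reports the NADH left after a 5 min room-temperature reaction of 2 nM human LDH5 with 0.06 mM NADH and 0.2 mM pyruvate.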
An asterisk follows results filed as active; ? = inconclusive; nt = not tested or not shown; & = joins results of further samples; [ ] = another dose, or the depositor's remark. Unless noted, the call rests on the fitted dose curve; in most records, active means well fitted curve in the direction sought with a large enough effect; inconclusive means small, poorly fitted or top-dose-only effect, or another doubt; inactive means no such curve, though single readings can be large; an effect the other way counts as inactive or inconclusive.

SMILES	TrxR1 substrate	RGS4 inh	Vif-APOBEC3G blk	rTrxR1 inhibitor	USP1-UAF1 inh	Vif-A3F inh	IDH1 R132H inh	Glioma ERSR ind	LDHA inh
CC(=O)NC(NC(=S)Nc1ccc(N=Nc2ccccc2C)cc1C)C(Cl)(Cl)Cl (stereo not given)	6%[57.1 µM]	17%	2%	3%[57.1 µM]	-6%	?	12%	-6%	-9
Cc1ccc(N2CCN(C(=O)c3ccccc3NC(=O)c3ccccc3C(=O)O)CC2)cc1	3%	-6%	-12%	?	-17%	-1%	8%	3%	13
O=C(Nc1cccc(NC(=O)C2CCCO2)c1)C1CCCO1 (stereo not given)	-3%	4%	2%	5%	-5%	-11%	1%	6%	1
CCO[C@H]1OC(C(=O)N2CCN(Cc3ccc4c(c3)OCO4)CC2)=C[C@@H](c2ccc(Br)cc2)[C@@H]1CCCO	-3%	-26%	-2%	2%	-13%	6%	2%	-2%	0
C[C@@H]1C(=O)O[C@@H]1[C@@H](C)CO[Si](c1ccccc1)(c1ccccc1)C(C)(C)C	0%	4%	-2%	7%	nt	nt	nt	-3%	nt
O=C(Nc1nc(-c2ccccn2)cs1)c1ccc([N+](=O)[O-])o1	-7%	?	?	?	-21%	?	7%	10%	2
Cc1nc2scc(-c3ccc(C(C)C)cc3)c2c(=O)n1N	-6%	14%	-2%	14%[57.1 µM]	?	4%	2%	0%	-7
O=C(CN1C(=O)c2ccccc2Sc2ccc(C(=O)N3CCOCC3)cc21)Nc1ccc(Cl)cc1F	2%[57.1 µM]	-27%	0%	12%[57.1 µM]	10%	1%	-7%	-2%	-3
Cn1c(=O)[nH]c(=O)c2c1nc(Sc1ncccn1)n2CCCc1ccccc1	2%[57.1 µM]	23%	2%	-10%[57.1 µM]	1%	-1%	9%	0%	-10&-8
CC1=C(C(=O)N(C)CCC#N)C2(CCCCC2)OC1=O	0%	-2%	0%	16%	-22%	3%	0%	1%	1
CCOC(=O)c1ccc(NCc2nc3ccccc3n2C)cc1	-8%[57.1 µM]	16%	-2%	-20%[57.1 µM]	-11%	-5%	-8%	3%	4
COc1ccc(C(=O)NNC(=O)CSc2nnc(C)n2CC2CCCO2)cc1 (stereo not given)	7%	7%	2%	15%	-23%	-1%	2%	-4%	0
Cc1cc(S(=O)(=O)NCCCN2CCOCC2)c(C)cc1Cl	-1%	-18%	0%	1%	-18%	-3%	4%	-1%	-2
CCOC(=O)c1c(C)n(C)c2c(C)cc(O)c(OC(=O)CC)c12	10%[57.1 µM]	20%	-4%	6%[57.1 µM]	-16%	-2%	5%	5%	1
O=C(Nc1ccccc1)C1=C(Nc2ccccc2)CSC1	nt	nt	-2%	nt	?	-17%	0%	1%	-9
O=C(NC(=S)N1CCN(c2ccccn2)CC1)c1ccco1	2%	0%	2%	0%	-19%	?	3%	-2%	2
Cc1ccc(S(=O)(=O)NC(=O)Nc2cccc([N+](=O)[O-])c2)cc1	7%[0.457 µM]	-3%	1%	15%	-15%	2%	-1%	0%	-6
Cc1ccc(C2=NN(C(=O)CNCCO)C(c3cccs3)C2)cc1 (stereo not given)	4%	9%	5%	18%	-26%	-1%	-3%	-1%	-2
CCC(CCC(=O)Nc1ccc(S(N)(=O)=O)cc1)C(=O)O (stereo not given)	9%	28%	1%	26%	3%	-1%	14%	-1%	-18
Cc1ccc(-c2[nH]ncc2/C=C(\C#N)C(=O)NC2CCCCC2)cc1	-6%	-7%	0%	-2%	-24%	3%	-2%	-6%	-7
COc1ccc(S(=O)(=O)N2CCCCC2)cc1NC(=O)c1ccc(CS(C)(=O)=O)cc1	-15%	8%	-1%	-24%	2%	-3%	-1%	-4%	2
CN(C)S(=O)(=O)N1CCC(Oc2cccc(C(=O)NC3CCCCC3)c2)CC1	-3%	-11%[11.4 µM]	2%	16%	-25%	-4%	0%	3%	-2
Cn1c(CCN2CCCCC2)nc2cc(NC(=O)COc3ccccc3)ccc21	9%[57.1 µM]	-23%[56.9 µM]	-5%	18%[57.1 µM]	-30%	1%	-3%	12%	-2
Cc1cc(S(=O)(=O)Nc2cc3c(cc2N2CCOCC2)n(C)c(=O)n3C)ccc1F	2%	-12%	-5%	5%	-6%	1%	1%	-2%	5
O=c1c(-c2ccco2)[n+]([O-])c2ccccc2n1OCc1ccccn1	-6%	-11%	4%	?	-4%	-6%	-2%	-7%	-3
c1ccc(CN2CCN(Cc3c[nH]c4ccccc34)CC2)cc1	-19%[57.1 µM]	2%	1%	18%[57.1 µM]	-15%	-3%	6%	-3%	-2&3
COc1ccc(N2CCN(C(=O)c3ccc4c(=O)n(CC5CCCO5)c(=O)[nH]c4c3)CC2)cc1 (stereo not given)	-4%	8%	4%	-3%	-14%	-2%	7%	-4%	-4
O=C(CCS(=O)(=O)c1ccccc1)Nc1ccc(S(=O)(=O)Nc2ncccn2)cc1	-11%	9%	0%	-33%	-8%	7%	-4%	1%	-6
Cc1ccc(OCCC(=O)OCC(=O)c2ccc3c(c2)NC(=O)CO3)cc1	6%	-9%	-22%	5%	-8%	-6%	5%	-1%	3
CCOc1ccc(-c2nc(-c3ccccc3)c(-c3ccccc3)[nH]2)cc1OCC	50%[activator]	-13%	1%	25%	-14%	4%	-3%	-2%	-4
Clc1ccc(SCc2cc(-c3ccc(Cl)cc3)on2)cc1	-6%	-11%[11.4 µM]	-1%	8%[57.1 µM]	-20%	3%	2%	-1%	5
COc1ccc(Cl)cc1NC(=O)c1ccc2c(c1)CCCN2S(C)(=O)=O	-4%	-6%	-2%	14%	-26%	-10%	1%	0%	2
CC(=O)c1ccc(N/N=C2/CCCNC2=O)cc1	-18%	20%	-2%	-20%	-6%	-5%	-7%	4%	-1
Clc1ccccc1-c1nc(-c2cccnc2)no1	3%	-15%	-5%	4%	-18%	-5%	4%	-6%	-4
CCOc1ccccc1N1CCN(C(=O)c2c(C)noc2C)CC1	3%	-31%	0%	?	-6%	-6%	0%	-4%	0
COc1ccc(-c2ccc(C(C)=O)cc2)cc1[C@H]1[C@H]2C=CC[C@@H](C)[C@@H]2C(=O)N1Cc1ccccc1	15%[57.1 µM]	0%	1%	22%[57.1 µM]	17%	-8%	-3%	-3%	-7
Cc1nc(SCC(=O)c2c[nH]c3ccccc23)n[nH]1	15%[57.1 µM]	36%	1%	17%[57.1 µM]	-12%	-9%	-2%	-1%	-10&4
COc1ccc(/C=N/NC(=O)c2nc(Cl)c(Cl)c(N)c2Cl)cc1COc1ccccc1F	23%[57.1 µM]	13%	-17%	10%[57.1 µM]	-3%	-13%	2%	-9%	0
COc1ccc(C2CC(=O)C(C=NCC(C)C)=C(O)C2)cc1 (stereo not given)	3%	-3%	-1%	16%	-11%	-1%	-7%	-7%	-1
OC(CNCc1ccccc1)COc1ccccc1 (stereo not given)	-8%	-20%	-4%	-26%	-22%	1%	0%	0%	-2
COc1ccc(-c2nc3sc(CCNC(=O)C(C)(C)C)c(C)n3n2)cc1	2%[57.1 µM]	10%	6%	9%[57.1 µM]	?	5%	16%	-5%	-4
O=C(c1ccc(S(=O)(=O)NCC2CCCO2)cc1)N1CCN(c2ccccc2)CC1 (stereo not given)	-7%	24%	0%	0%	1%	8%	-6%	-7%	-10
Cc1c(Br)c([N+](=O)[O-])nn1CC(=O)NCc1cccs1	9%[57.1 µM]	23%	-1%	-2%[57.1 µM]	-2%	-9%	1%	-3%	-4
CCOc1ccc(-c2nnc3ccc(SCC(=O)Nc4nc5ccccc5s4)nn23)cc1	9%	-11%	-2%	-2%	-21%	4%	?	-2%	1
CCCCNS(=O)(=O)c1ccc(C)c(-c2nnc3c4ccccc4c(C)nn23)c1	139%[activator]	1%	4%	56%[activator]	-15%	-2%	-6%	-2%	-4
CC(C)(C)c1ccc(C(=O)NC(=S)N2CCCCCC2)cc1	-2%	-52%	1%	-25%	-16%	2%	8%	-1%	0
N#C/C(=C\c1ccc(N2CCCC2)c([N+](=O)[O-])c1)c1nc2ccccc2[nH]1	-4%	-21%	0%	-11%	-10%	-1%	13%	-2%	0
COc1ccc(C(=O)Nc2ccc(N3CCCCC3)cc2)cc1Br	-4%	-26%	0%	-1%	-23%	-9%	-1%	4%	-9
Cn1cnnc1SCC(=O)N1CCc2ccccc2C1	nt	nt	-1%	nt	-20%	-9%	-1%	-1%	0

Only part of the results is shown (hit frequency here may not be typical).
